Screening results: PubChem, National Center for Advancing Translational Sciences (NCATS)
PTHR1 agonist – activates the human parathyroid hormone receptor PTHR1; 410,000 compounds, 0.075% hits; Q03431; Potency, µM (doses to about 115 µM), without a hit: at the highest dose activation, most hits filed as activators; HEK293 GP2 PTHR1 cells, GloSensor cAMP luminescence, 1 h; also: potency is read from the fitted curve at half-maximal effect; nearly all actives have a fitted effect of over 55% in size; some results filed as inactive show a strong effect at the top dose; inactives centre near -15; many of its hits are not listed in these tables
Target sequence (Q03431 whole entry, looked up): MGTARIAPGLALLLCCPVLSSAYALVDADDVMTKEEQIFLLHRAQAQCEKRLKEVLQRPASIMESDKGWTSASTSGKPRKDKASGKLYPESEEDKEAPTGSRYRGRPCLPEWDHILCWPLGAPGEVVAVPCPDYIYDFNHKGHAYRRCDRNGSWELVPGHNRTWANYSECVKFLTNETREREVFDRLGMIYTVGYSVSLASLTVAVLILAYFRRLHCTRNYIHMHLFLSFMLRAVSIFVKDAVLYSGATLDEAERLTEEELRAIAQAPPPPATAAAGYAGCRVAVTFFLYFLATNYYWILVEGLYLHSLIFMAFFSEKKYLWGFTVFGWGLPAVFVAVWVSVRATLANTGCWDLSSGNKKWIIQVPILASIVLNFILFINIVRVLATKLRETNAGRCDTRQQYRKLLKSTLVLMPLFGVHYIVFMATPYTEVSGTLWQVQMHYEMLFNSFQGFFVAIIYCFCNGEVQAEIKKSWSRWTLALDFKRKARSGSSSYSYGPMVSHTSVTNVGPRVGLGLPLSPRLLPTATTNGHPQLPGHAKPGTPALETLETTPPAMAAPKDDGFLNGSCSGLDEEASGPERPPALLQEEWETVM
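HEK-293-derived GP2 cells expressing PTHR1 and a GloSensor cAMP reporter, 3,000/well, plated overnight, given luciferin plus IBMX (each 0.5 mM as added) for 1 h at 37 °C, then compound for 1 h at 37 °C. Luminescence was read after 15 min at room temperature.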
aSyn rescue – alpha-synuclein toxicity inhibition in yeast; AID 652106; Potency, µM (doses to about 46.1 µM), without a hit: at the top dose growth rescue (activation), hits mostly activators; 370,000 compounds, 0.14% hits; Yeast expressing alpha-synuclein, growth rescue, BacTiter-Glo, 24 h; also: potency is read from the fitted curve at half-maximal effect; % of control where 0% means no effect; nearly all actives have a fitted effect of over 65% in size
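Screening used galactose-induced yeast with toxic alpha-synuclein levels, exposed to compound for 24 hr at 30 deg C. Cell growth, read with BacTiter-Glo luminescence, gave the measured signal.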
FUS suppressor – suppressors of FUS proteinopathy in yeast; Potency, µM (top dose mostly 76.6 µM), for inactives: top-dose growth rescue (activation), usual class: activators; 390,000 compounds, 0.24% hits; S. cerevisiae FUS-expressing, growth rescue, OD600, 24 h;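 also: potency is read from the fitted curve at half-maximal effect; plate controls were DMSO vehicle for no effect and reference control for full effect; nearly all actives have a fitted effect of over 55% in size; some results filed as inactive show a strong effect at the top dose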
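Toxicity suppression screen in FUS-yeast. Cells induced with 2% galactose, starting OD 0.005, treated 24hr at 30C with compounds at multiple final concentrations; growth by OD600.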
GLP1R cytotox – cytotoxicity counter-screen for GLP-1 receptor inverse agonists. HEK293 cAMP-luciferase reporter cells, luminescence, 24 h. Potency, µM (series often up to 38.3 µM), inactives show top-dose activity change, negative = inhibition, usual class: inhibitors. 410,000 compounds, 0.13% hits. AID 624418;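 also: loss of luciferase light is scored as toxicity; potency is read from the fitted curve at half-maximal effect; % is scaled to controls: 0 for no effect and ±100 for the full control effect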
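Compound-treated cells are incubated 24 hr at 37 deg C under 5% CO2 after a 12 hour attachment period, then luciferase detection reagent is added and luminescence is measured following 12 min at room temperature; lowered signal indicates toxicity.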
GLP1R inv ag – GLP-1 receptor (human) inverse agonism. Potency, µM (titrated, usually from 38.3 µM), for the others: at the top dose activity change, negative = inhibition, most hits filed as inhibitors. 410,000 compounds, 1.6% hits. HEK293 GLP-1R CRE-luciferase, luminescence, 24 h; GLP-1R form is constitutively active. P43220; also: potency is read from the fitted curve at half-maximal effect; % is scaled to controls: 0 for no effect and ±100 for the full control effect; nearly all actives have a fitted effect of over 55% in size
Target sequence (P43220 whole entry, looked up): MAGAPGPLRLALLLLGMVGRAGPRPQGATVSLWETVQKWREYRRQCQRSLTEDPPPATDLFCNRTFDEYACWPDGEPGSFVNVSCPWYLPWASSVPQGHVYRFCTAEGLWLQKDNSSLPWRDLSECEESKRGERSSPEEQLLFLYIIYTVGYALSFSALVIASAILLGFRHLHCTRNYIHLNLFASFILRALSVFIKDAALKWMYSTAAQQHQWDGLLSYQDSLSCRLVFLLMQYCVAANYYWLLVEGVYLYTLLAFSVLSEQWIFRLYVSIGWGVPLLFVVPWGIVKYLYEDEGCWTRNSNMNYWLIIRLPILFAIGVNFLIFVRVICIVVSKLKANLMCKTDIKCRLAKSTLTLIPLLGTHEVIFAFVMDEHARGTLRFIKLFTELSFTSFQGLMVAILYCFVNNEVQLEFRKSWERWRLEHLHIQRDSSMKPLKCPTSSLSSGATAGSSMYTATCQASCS
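Stable HEK293 clone (constitutively active GLP-1R + cAMP-response luciferase); 200 cells/uL plated, 12 h pre-culture, compound 24 hr, 37 deg C/5% CO2; detection reagent 12 min RT; luminescence.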
MmCpn inh – M. maripaludis TRiC chaperonin inhibition | purified Mm-Cpn ATPase, ADP Transcreener TR-FRET | Potency, µM (doses to about 76.9 µM), for inactives: top-dose activity, negative = inhibition, most hits filed as inhibitors | 330,000 compounds, 0.031% hits | AID 504842; also: potency is read from the fitted curve at half-maximal effect; % is scaled to controls: 0 for no effect and ±100 for the full control effect; nearly all actives have a fitted effect of over 80% in size
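ATP (10 uM final) was added to archaeal chaperonin (25 nM final) after 10 min exposure to test compound at 37°C; after 30 min further incubation, ADP was detected by competitive TR-FRET.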
TDP-43 yeast inh – inhibitors of TDP-43 toxicity in yeast. TDP-43 expressing yeast growth rescue, BacTiter-Glo, 24 h. Potency, µM (highest dose often 46.1 µM), for the others: at the highest dose growth rescue (activation), most hits filed as activators. 410,000 compounds, 1.8% hits. AID 652104; also: potency is read from the fitted curve at half-maximal effect; % of control where 0% means no effect; nearly all actives have a fitted effect of over 50% in size
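Luminescence from BacTiter-Glo reports growth of TDP-43-expressing yeast after 24 hr at 30 deg C with compound. Cells were raffinose-pregrown to mid-log, then seeded in galactose medium at OD600=0.02.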
Abeta rescue – compounds reversing amyloid beta toxicity in yeast. AID 1347071. yeast expressing A-beta42, growth rescue, OD600, 48 h; response scale: 0% DMSO, 100% iron-clioquinol control. 410,000 compounds, 0.063% hits. Potency, µM (highest dose often 46.1 µM), inactives show at the highest dose growth rescue, usual class: activators; also: potency is read from the fitted curve at half-maximal effect; nearly all actives have a fitted effect of over 55% in size
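Yeast growth medium received pinned compounds, then yeast cells expressing toxic A-beta were added; plates incubated at 30 C for 48 hr. Growth read as absorbance at 600 nm, normalized to DMSO and equimolar FeCl3 plus clioquinol controls.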
pAkt inh – blocks phosphorylation of Akt | Neuro2A IGF-stimulated pAkt S473 HTRF, 20 min; active compounds read low | activity change, % for hits at 50 µM | 360,000 compounds, 0.32% hits | AID 651550; in the data active = activity change below about -80%; inconclusive = mostly about -51% to -80%; also: % is scaled to controls: 0 for no effect and ±100 for the full control effect
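Neuro2A cells (4,500/well, DMEM with 0.5% FBS) were treated with compound at a single 50 µM final concentration, stimulated with 6 nM IGF for 20 min at 37 °C, and lysed. Phospho-Akt Ser473 was read by HTRF as 665/615 ratio ×10^4.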
* hit, by the source's call; i = inactive; u = inconclusive; x = no result given; [ ] = dose if it differs, or a comment. Unless noted, calls follow the shape of the dose curve; as a rule, active = well fitted curve in the direction sought with a large enough effect; inconclusive = small, poorly fitted or top-dose-only effect, or another doubt; inactive = no such curve, though single readings can be large; an effect the other way counts as inactive or inconclusive.

The line under a structure holds: PTHR1 agonist	Abeta rescue	GLP1R inv ag	GLP1R cytotox	aSyn rescue	FUS suppressor	pAkt inh	TDP-43 yeast inh	MmCpn inh
CC1(C)CC[C@]2(C(=O)n3ccnc3)CC[C@]3(C)[C@H](C(=O)C=C4[C@@]5(C)C=C(C#N)C(=O)C(C)(C)[C@@H]5CC[C@]43C)[C@@H]2C1
    -1%	8%	2.5µM*	-10%	3%	x	i	-5%	x
c1ccc(CN2CCc3[nH]c4ccccc4c3C2)cc1
    i	13%	u	-14%	3%	x	i	18%	x
CCc1nc2ccc(C(=O)NCCNC(C)=O)cn2c1N(C)Cc1ccc(OC)cc1
    -21%	-12%	12%	-2%	0%	1%	i	20%	x
CCOC(=O)N1CCC(NC(=O)c2cnn(-c3cccc(C)c3)c2-n2cccc2)CC1
    -26%	2%	-1%	0%	x	13%	x	22%	x
Cc1cc(C)n(-c2nc(NCCCN(C)C)c3c4c(sc3n2)COC(C)(C)C4)n1
    i	-21%	u	u	-2%	11%	i	12%	0%
CSc1ccc(C#N)cc1NC(=O)c1ccc(Cl)cc1
    i	0%	16%	-12%	-4%	5%	i	-5%	-3%
O=C(N/N=C/c1cccs1)c1n[nH]c2c1CCCC2
    -35%	2%	3.2µM*	-34%	2%	8%	i	18%	2%
CCOC(=O)[C@H]1[C@H]2COc3ccc(Cl)cc3[C@@H]2N2C(=O)c3cc(C)ccc3NC(=O)[C@@]12C
    0%	1%	u	0%	1%	-6%	i	3%	2%
CCCCOc1ccc(Nc2nc(C)cc(C)c2C#N)cc1
    -1%[57.5 µM]	-19%	10%	7%	-2%	21%	i	-9%	-3%
COc1cc(C(=O)Nc2cc(S(=O)(=O)N3CCOCC3)ccc2N2CCOCC2)ccc1OC(F)F
    i	-15%	22%	1%	8%	5%	i	11%	x
O=C(Cn1cnc2c(OCc3ccccc3)ncnc21)N1CCN(c2ccccn2)CC1
    i	-3%	12%	6%	0%	-25%	i	3%	-1%
CCCc1ccc(NS(=O)(=O)c2c(C)oc(C)c2C(=O)OC)cc1
    -39%[inhibitor]	-92%[inhibitor]	u	12%	0%	7%	i	30%	0%
COc1cc(C2C(C(=O)C(C)(C)C)=C(O)C(=O)N2Cc2ccccc2)ccc1O (stereo unspecified)
    -52%[inhibitor]	2%	-8%	3%	-11%	-6%	i	24%	2%
CSc1nc2c(c(=O)[nH]c(=O)n2C)n1Cc1ccccc1Cl
    -56%[inhibitor]	-6%	17%	7%	-1%	-12%	i	12%	2%
CCc1ccc(NC(=O)CCn2c(-c3ccc(OC)cc3)cc(C(C)=O)c2C)cc1
    -18%	-11%	-9%	-19%	x	23%	x	3%	x
FC(F)(F)c1ccccc1Cc1c(-c2ccco2)nc2ccc(Cl)cn12
    -3%	-26%	u	-9%	-2%	22%	i	u	x
CC(=O)c1ccccc1OCCOc1ncnc2sccc12
    -24%	-7%	57%[activator]	2%	2%	3%	i	28%[9.22 µM]	2%
Cc1cc(C(=O)Nc2ncn[nH]2)ccc1[N+](=O)[O-]
    -6%	0%	2%	12%	-3%	-28%	i	20%	0%
COC(=O)c1cc(NC(=O)c2c(-c3c(Cl)cccc3Cl)noc2C)ccc1N1CCOCC1
    i	12%	-11%	-22%	10%	40%	i	15%	0%
COc1ccc(S(N)(=O)=O)cc1C(=O)OCCCOc1ccc(F)cc1
    -6%	-10%	67%[activator]	-1%	3%	4%	i	2%	-2%

Reprinted from the results shown (two entries):
The line under a structure holds: PTHR1 agonist	Abeta rescue	GLP1R inv ag	GLP1R cytotox	aSyn rescue	FUS suppressor	pAkt inh	TDP-43 yeast inh	MmCpn inh
CC1(C)CC[C@]2(C(=O)n3ccnc3)CC[C@]3(C)[C@H](C(=O)C=C4[C@@]5(C)C=C(C#N)C(=O)C(C)(C)[C@@H]5CC[C@]43C)[C@@H]2C1
    -1%	8%	2.5µM*	-10%	3%	x	i	-5%	x
c1ccc(CN2CCc3[nH]c4ccccc4c3C2)cc1
    i	13%	u	-14%	3%	x	i	18%	x

(cont.)
The line under a structure holds: PTHR1 agonist	Abeta rescue	GLP1R inv ag	GLP1R cytotox	aSyn rescue	FUS suppressor	pAkt inh	TDP-43 yeast inh	MmCpn inh
Cc1ccc(-c2cnc3ccccc3n2)cc1C
    -34%	-38%[inhibitor]	-20%	-8%	-12%	-6%	i	8%	-1%
CCOC(=O)CSC1=C(C#N)C(=O)NC(c2ccc(OC)c(OC)c2)S1 (stereo unspecified)
    i	-24%	31%[activator]	7%	0%	5%	i	16%	0%
COc1cc(/C=C/CNC[C@H]2O[C@@H](n3ccc(N)nc3=O)[C@H](O)[C@@H]2O)ccc1O
    -23%	-10%	2%	1%	-2%	-19%	i	-2%	x
O=C(Nc1ccccc1Cl)c1ccc2c(=O)n3c(nc2c1)CCC3
    i	-6%	-20%	-9%	9%	x	i	-13%	0%
Cc1cccn2c(=O)c3cc(S(=O)(=O)c4ccc(F)cc4)c(=N)n(Cc4ccco4)c3nc12
    -15%	1%	21%	x	3%	31%	i	-23%	2%
CN1CCN(C(=O)C2Cc3c(-c4cccc(F)c4)ccnc3O2)CC1 (stereo unspecified)
    -3%	-8%	-9%	-3%	1%	-14%	i	14%	x
CN(C)S(=O)(=O)c1ccc(C(=O)Nc2nnc(-c3ccco3)o2)cc1
    -10%	12%	31%	-5%	-3%	13%	i	-11%[0.397 µM]	5%
CC(C)=CCCC1=CCC(/C=N/NC(N)=O)C(C)C1 (stereo unspecified)
    i	9%	27%	17%	3%	x	i	9%	0%
CCOc1ccc(CNC(=O)c2cccn2-c2nnc(N3CCCCC3)s2)cc1OC
    -3%	-16%	-12%	-13%	x	34%	x	-2%	x
CCCCC(NC(=O)COc1cc2c(c3oc(=O)cc(C)c13)CCC(C)(C)O2)C(=O)O (stereo unspecified)
    u	-18%	32%[activator]	-9%	-2%	14%	i	-5%	-3%
COC(=O)CCC(=O)NC(=S)Nc1ccc(S(=O)(=O)N2CCCC2)cc1
    i	3%	6%	-9%	-13%	-29%	i	7%	-6%
Cc1ccccc1OCC(=O)OCC(=O)c1ccc(OC(=O)c2ccccc2)cc1
    i	23%	-10%	-6%	-3%	10%	i	-15%	-2%
COc1ccc(NC(=O)N/C=C/c2ccc(Cl)cc2)cc1
    i	8%	4%	-14%	2%	14%	i	7%	1%
COc1ccc2c(c1)c1c(c(=O)n(-c3ccccc3C)c(=O)n1Cc1c(F)cccc1Cl)n2C
    i	-14%	7%	2%	x	11%	x	0%	x
O=C1NC(Cc2ccccc2)c2nc3ccc(Br)cc3c(=O)n2-c2cc3ccccc3cc21 (stereo unspecified)
    -36%[inhibitor]	14%	16%	1%	2%	u	i	2%	x
CSc1nnc2[nH]c(=O)cc(C)n12
    16%	-7%	-5%	-13%	x	-23%	x	u	x
Cc1ccc(S(=O)(=O)N2CCN(C(=O)CN3CCOCC3)C2c2ccccc2)cc1 (stereo unspecified)
    -8%[57.5 µM]	4%	-11%	-2%	0%	15%	x	-10%	1%
O=C(COc1ccccc1)OCC(=O)c1ccc(O)cc1O
    25%	13µM*	9%	-1%	4%	-5%	i	25%	0%
COc1ccc2c(c1OC)C(=O)N1c3cccc(Cl)c3C(=O)OC21 (stereo unspecified)
    -3%	-14%	12%	u	-1%	1%	i	-14%	1%
Cc1onc(C(=O)NN)c1C(=O)Nc1ncc(C(F)(F)F)cc1Cl
    i	-10%	9%	3%	4%	11%	i	-12%	2%
CC1Cc2ccccc2N1CC(=O)NC(=O)NCc1ccco1 (stereo unspecified)
    i	-1%	3%	1%	-15%	u	i	26%	-3%
Cc1nc(C)c(CCNC(=O)c2ccc(C(F)(F)F)cc2)s1
    i	-6%	3%	-12%	0%	x	i	11%	0%
Cc1ccc(CNS(=O)(=O)c2cc(Br)cc3c2N(C(=O)C2CC2)CC3)cc1
    -39%[inhibitor]	-6%	-3%	6%	x	16%	x	29%	x
COC1=C(C)C(=O)C2=C(C1=O)C1C3CC4=C(C(=O)C(OC)=C(C)C4=O)C(CNC(=O)C(C)=O)N3C(C#N)C(C2)N1C (stereo unspecified)
    -17%	1%	-77%	-65%	u	x	i	6%	x
Cc1ccc2c(c1)nnn2C1CCN(S(C)(=O)=O)CC1
    -1%[57.5 µM]	2%	-6%	5%	0%	2%	i	19%	-2%
CCCn1c(-c2cccc([N+](=O)[O-])c2)nc2c1c(=O)[nH]c(=O)n2Cc1ccccc1
    -15%	-1%	24%	6%	0%	8%	i	-6%	-1%
COc1ccc(C(C)=O)cc1COC(=O)c1cc(C)nc2ccccc12
    -6%	-9%	71%[activator]	1%	5%	8%	i	-5%[9.22 µM]	-1%
CCSc1nnc2c(n1)OC=Nc1ccc(Br)cc1-2
    -24%[57.5 µM]	-14%	0%	-11%	0%	6%	i	4%	-11%
Cc1ccc(CNC(=O)c2cc3c(s2)CS(=O)(=O)C3)cc1
    i	1%	22%	1%	-2%	9%	i	0%	-1%
O=C(NNC(=O)c1cccs1)c1ccc(Br)cc1
    -4%	-4%	33%[activator]	-4%	-2%	-18%	i	3%	-1%
Cc1ccc(-c2nc(C3CCN(S(=O)(=O)c4ccc(C(C)(C)C)cc4)CC3)no2)cc1
    i	-6%	13%	-10%	-1%	-26%	i	8%	1%
COc1cc(-c2nc(C(N)=O)c3c(n2)n(-c2cccc(C)c2)c(=O)n3C)cc(OC)c1OC
    -23%	-11%	11%	-3%	-8%	18%	x	0%	x
Cc1ccc(S(=O)(=O)N2C(c3cccc(Cl)c3)CC=C(C(=O)O)C2c2cccc(Cl)c2)cc1 (stereo unspecified)
    -14%	-1%	7%	5%	0%	-8%	i	16%	x

This is a subset; the hit share may differ from the screen's.
